# miR122 inh: miR-122 inhibition in Huh7 cells. Huh7 miR-122 Renilla luciferase sensor, 48 h; neutral wells = 0, positive control = 100. activation (reporter increase), % at 12.5 µM. 0.3% of 340,000 active. AID 602342;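 active = mean replicate activation score at least 90 and every replicate individually at or above 90; inconclusive = only one of the two criteria met; inactive = neither criterion met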;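 note: higher luciferase means less miR-122 activity so hits act as miR-122 inhibitors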
# DENV2 CPE rescue: inhibitors of DENV2 cytopathic effect | DENV2-infected cells, cytopathic effect rescue, plate reader | CPE inhibition, % at 9.99 µM | 1.7% of 350,000 active; in the data active = CPE inhibition above about 20%, passing the limit was not always enough; inconclusive = no clear call, values can overlap the other calls; tested in BHK-21 cells;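 note: 0% = median of neutral control wells and 100% = median of positive control wells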
# GSIS activator: primary screen for activators of insulin secretion dependent on glucose, INS-1E cells, GLuc reporter luminescence; INS-1E GLuc reporter insulin secretion, 2-3 h; activation, % at 16.6 µM; 0.61% of 370,000 active;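 active = lowest replicate activation of at least 40%, so every replicate reaches that level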;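 note: 0% = median of neutral control wells and 100% = median of IBMX positive control wells; some compounds called inactive have numbers as strong as hits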
# F508del corr: correctors of CFTR F508del function in bronchial epithelial cells | 0.36% of 350,000 active | activity (quench increase), % at 7.58 µM | CFBE cells, YFP halide quenching; stimulated with forskolin plus potentiator P3; % fluorescence drop versus neutral controls;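 active = mean added fluorescence quench of at least 8% versus neutral control, with both replicates also reaching 8%; inconclusive = only one of the mean or replicate conditions met; inactive = mean below 8% and not both replicates reaching 8%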;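 note: cells transiently co-express mutant CFTR-F508del with the halide-sensitive YFP; corrector assay measuring rescue of mutant channel to the surface after 24 h compound exposure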
# FN deposition inh: fibronectin deposition inhibition. AH1F fibroblasts, Alexa488-fibronectin deposition fluorescence, overnight. inhibition, % at 12.6 µM. 0.086% of 350,000 active;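 active = mean inhibition across replicates of 30% or more, regardless of how many single replicates reach that level; inconclusive = mean under 30% yet at least half of replicates reach 30%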;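 note: positive control wells lacked labelled fibronectin entirely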
#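 test system = AH1F fibroblasts assembling fluorescent fibronectin matrix | quantity = 10000 AH1F cells per well | buffer or medium = DMEM plus 2% serum, read in PBS | doses = single dose, pinned | incubation = 1 h cell attachment, overnight exposure to compound and label | detection = fluorescence at 485 nm excitation, 525 nm emission | read-out basis = inhibition from reduced deposited-fibronectin fluorescence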
# PAX8 reporter: inhibitors of PAX8 transcriptional activity in RMG-I cells; RMG-I TPO-luciferase reporter, SteadyGlo, 24 h; inhibition, % at 12.6 µM; 1.2% of 360,000 active;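 active = mean replicate inhibition at least 60% with every replicate also reaching 60%; inconclusive = only one of the two criteria is met; inactive = mean below 60% and not all replicates reaching 60%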;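 note: luciferase light reporting Pax8 driven TPO promoter activity; plate controls were median of neutral control wells for no effect and mitoxantrone controls for full effect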
# EWS-Fli block: EWS/Fli transcriptional activity inhibition; A673 NR0B1-luciferase reporter, viability-normalised; inhibition, % at 12.6 µM; 0.67% of 350,000 active; AID 651661;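 active = mean inhibition of at least 50% after viability correction, with every replicate also passing that limit; inconclusive = mean reaches 50% but only one of two replicates passes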;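 note: firefly luciferase signal divided by Alamar Blue viability fluorescence both relative to DMSO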
# Numbers without * were called inactive; ? = inconclusive; . = not tested or not shown; & = joins results of further samples; ! = not active in a repeat; [ ] = dose if it differs, or a comment.
# Order of results – miR122 inh	DENV2 CPE rescue	GSIS activator	F508del corr	FN deposition inh	PAX8 reporter	EWS-Fli block
O=C(C[C@H]1C[C@@H]2c3cc(NC(=O)NC4CCCC4)ccc3O[C@@H]2[C@H](CO)O1)NC1CCCCC1
 : 4[16.7 µM]	-3	4	2.7	-6	-11	0
Cn1c(=O)c2c(ncn2CC(=O)N2CCN(c3ccccc3F)CC2)n(C)c1=O
 : -2	.	7	.	5	.	.
CCCCN(CC)c1nc(N)c2c(N)nc(OCC)cc2c1C#N
 : 6	.	.	.	-2	17	.
Cc1c(C(=O)N2CCN(S(C)(=O)=O)CC2)oc2ccccc12
 : -1	.	18	.	-2	.	.
C/C(=N\NC(=O)c1cc(-c2ccc(O)cc2)nc2ccccc12)c1cccnc1
 : .	3	16	1.0	-7	-8	.
OCCN1CCN(CC/C=C2/c3ccccc3CSc3ccccc32)CC1
 : -3	6	-32	-2.2	-11	11	9
O=C1N(Cc2ccc3c(c2)OCO3)c2ccccc2C1(O)c1c[nH]c2ccccc12 (configuration not stated)
 : 3	.	.	.	-9	15	.
Cc1ccc(C(=O)N2CCN(Cc3ccc4c(c3)OCO4)CC2)cc1S(=O)(=O)N1CCOCC1
 : .	4	4	0.4	5	4	3
COc1ccc(/C=C/C(=O)c2ccccc2)c(OC)c1
 : .	6	-4	-1.2	0	-163	-23
C[C@H](CO)N1C[C@H](C)[C@@H](CN(C)Cc2ccncc2)Oc2ccc(NC(=O)c3ccncc3)cc2C1=O
 : 11[16.7 µM]	-7	18	0.1	.	-18	1
CNC(=O)c1cccc(NC(=O)C(C)c2ccc3cc(OC)ccc3c2)c1 (configuration not stated)
 : 5	3	-25	-4.4	1	20	19
COc1ccc(C2c3cc(OC)c(OC)cc3CCN2C(=O)c2ccccc2)cc1OC (configuration not stated)
 : 6	-4	-1	3.2	3	26	-4
CN1CCN(C(=O)C[C@H]2CC[C@@H]3[C@H](COC[C@H](O)CN3C(=O)C3CC3)O2)CC1
 : 4[16.7 µM]	?	15	-2.3	-3	-10	-4
O=C(NCc1cccnc1)C1CC(c2ccc(F)cc2)=NO1 (configuration not stated)
 : 8	6	2	1.3	.	.	1
CSCCC(NC(=O)c1cc(C)oc1C)C(=O)O (configuration not stated)
 : 4	.	.	.	5	-3	.
COC(=O)[C@H](Cc1ccccc1)NC(=O)Cn1cnc2c(NCc3ccccc3)ncnc21
 : -2	4	-20	-0.9	0	8	5
NC(=O)c1c(NC(=O)C2CCCO2)sc2c1CCC2 (configuration not stated)
 : 0	.	-2	.	2	.	.
Cc1ccc(-c2cnc3c(c2)C(=O)N([C@H](C)CO)C[C@@H](C)[C@H](CN(C)C(=O)Cc2cccnc2)O3)cc1
 : -1[16.7 µM]	-2	-2	5.5	2	-12	-3
C[C@H]1CN([C@@H](C)CO)C(=O)c2cc(NC(=O)CCCN(C)C)ccc2O[C@H]1CN(C)Cc1ccc2c(c1)OCO2
 : .	2	2	-2.1	.	15	.
CO[C@H]1CN(C)C(=O)c2cc(NC(=O)C3CCC3)ccc2OC[C@H](C)N(Cc2nccs2)C[C@@H]1C
 : 1[16.7 µM]	9	6	1.3	-2	0	-1
CN1CCCCC(NC(=O)c2cccc(F)c2)C1=O (configuration not stated)
 : .	?	10	1.2	-4	-2	-12
O=C(CSc1nc2c(c(=O)[nH]1)CCC2)Nc1ccccc1Cl
 : -1	3	1	-4.0	6	-4	2
CC1=CC(C)(C)n2c(O)c(N=NC(N)=S)c3c(C)ccc1c32
 : -5	.	5	.	1	-19	.
COc1c(OC)c(O)c2c(=O)c(O)c(-c3ccccc3)oc2c1OC
 : -2	6	.	0.2	.	.	3
O=C(NCCS(=O)(=O)c1ccc(Br)cc1)c1ccc(F)cc1
 : 2	-6	11	-0.1	3	3	7
Cc1nn(C)cc1/C=N/NC(=O)CSc1ccccn1
 : .	0	.	-1.1	0	-21	3
COc1ccc(OCc2cc(C(=O)NC3CCOC(C)(C)C3)no2)c2ccccc12 (configuration not stated)
 : 2	9	43	3.0	-37	-76	.
C[C@H]1CN([C@@H](C)CO)C(=O)c2cc(NC(=O)CCN3CCOCC3)ccc2O[C@H]1CN(C)CC1CC1
 : .	-2	6	-0.1	.	-6	-2
CCSCc1nnc(SCC(=O)Nc2cccc(C(C)=O)c2)n1C
 : .	.	15	0.0	-3	0	-7
CCOC(=O)c1ccc(NC(=O)NCc2ccncc2)cc1
 : -8	.	.	.	-5	-30	.
O=C(/C=C/c1ccco1)N(Cc1ccccc1F)C1CCS(=O)(=O)C1 (configuration not stated)
 : .	0	-14	-0.9	4	-2	0
O=C(O)CNC(=O)CCn1nnc2ccccc2c1=O
 : -5	6	-5	1.8	1	-13	6
COC(=O)Cc1cc(=O)[nH]c(/N=C(\N)Nc2cccc(C)c2)n1
 : -2	.	9	0.2	-6	17	-6
CCCn1c(N)c(Sc2ccc(C)cc2)c(=O)n(CCC)c1=O
 : -3	-2	23	-0.8	14	3	11
O=C(CC1CC1)N1CC2(C1)[C@H](c1ccccc1)[C@H](CO)N2Cc1ccc(F)cc1
 : .	3	-26	6.7	.	1	-3
C[C@H]1CN([C@@H](C)CO)C(=O)CCCn2cc(nn2)CO[C@@H]1CN(C)C(=O)c1ccc(N2CCN(C)CC2)cc1
 : 0[16.7 µM]	64*!	11&24	0.9&-1.2&0.4	0	-16&3	-3&-5&-1
C[C@@H]1CCCCO[C@@H](CN(C)C(=O)CCCN(C)C)[C@@H](C)CN([C@H](C)CO)C(=O)c2cc(NC(=O)Cc3ccccc3)ccc2O1
 : 41[16.7 µM]	142*	27	-2.4	-8	-24	-9
C[C@@H]1CCCCO[C@H](CN(C)S(=O)(=O)c2cn(C)cn2)[C@@H](C)CN([C@H](C)CO)C(=O)c2cc(NC(=O)CCCN(C)C)ccc2O1
 : 13[16.7 µM]	-8&-5	7&46	1.6&-3.4	-4	-6&-21	-1&-6
CCc1cc2c(=O)n(-c3ccccc3)c(SCC(=O)O)nc2s1
 : -2	0	.	2.3	-1	-3	12
CC(C)NC(=O)Nc1cccc2c1O[C@@H](CN(C)C(=O)Nc1ccc3c(c1)OCO3)[C@@H](C)CN([C@H](C)CO)C2=O
 : -2[16.7 µM]	2	1	0.7	.	.	0
COc1ccc(NC(=O)Nc2ccc3c(c2)[C@H]2C[C@H](CC(=O)NC4CCCC4)O[C@@H](CO)[C@H]2O3)cc1
 : -3[16.7 µM]	10	12	-2.4	-1	-1	-4
Cc1nn2c(COc3ccc(NC(=O)C(C)C)cc3)nnc2c2ccccc12
 : .	-2	5	4.2	-2	7	-4
Cc1cc(NC(=O)COC(=O)C2CC(=O)N(c3ccccc3Cl)C2)no1 (configuration not stated)
 : -5	-1	11	-1.4	-2	6	16
CCOC(=O)N1CCN(C(=O)Cn2nc(-c3ccc(Cl)cc3)ccc2=O)CC1
 : .	2	-12	1.4	5	50	-8
CN1CCN(C(=O)C[C@H]2C[C@@H]3c4cc(NC(=O)Nc5ccccc5)ccc4O[C@@H]3[C@@H](CO)O2)CC1
 : 3[16.7 µM]	-3	3	1.8	-7	-8	3
O=C(NC1CCCCC1)C(c1ccncc1)N(C(=O)c1csnn1)c1cccc(F)c1 (configuration not stated)
 : .	-1	2	-3.3	-1	-44	-1
COc1ccc(C(=O)NCC(=O)NCCc2c[nH]c3ccccc23)cc1OC
 : .	7	13	-2.0	-7	11	-12
Cc1ccc(-n2c(C)nnc2SCC(=O)N(C)c2c(N)n(Cc3ccccc3)c(=O)[nH]c2=O)cc1
 : -6	-7	0	2.1	1	-7	3
CCC(c1nc2ccccc2[nH]1)N(Cc1cccnc1)C(=O)c1cc(-c2ccccc2)on1 (configuration not stated)
 : 10	5	11	1.9	2	-3	-13
Cc1ccc(CN2CCN(Cc3cnc(C)[nH]3)CC2CCO)cc1 (configuration not stated)
 : -4	.	1	-1.0	8	4	8

# (list continues)
# Order of results – miR122 inh	DENV2 CPE rescue	GSIS activator	F508del corr	FN deposition inh	PAX8 reporter	EWS-Fli block
O=C1CSC(=Nc2ccc(Cl)cc2)N1Cc1ccco1
 : .	-5	-9	-0.3	2	-9	0
CCCNC(=O)N1CC2(C1)[C@H](c1ccccc1)[C@@H](CO)N2CC1CCOCC1
 : .	24*	-3	1.0	6	-11	10
C[C@H](CO)N1C[C@H](C)[C@@H](CN(C)C(=O)CCC(F)(F)F)OCCCC[C@H](C)Oc2ccc(NC(=O)c3ccncc3)cc2C1=O
 : 6[16.7 µM]	-5	8	4.4	.	-10	-4
Clc1ccc(CN2CCN(c3ccccc3)CC2)cn1
 : -3	17	-1	2.2	0	-9	-6
C[C@@H]1CN([C@H](C)CO)S(=O)(=O)c2ccc(C3=CCCCC3)cc2O[C@H]1CN(C)C(=O)CN(C)C
 : 6[16.7 µM]	4	6	-0.7	-6	.	-4
Cc1nc(N(C)C)c2sc(=S)n(Cc3ccccc3)c2n1
 : .	-3	-9	-2.6	5	-3	11
COc1ccc(NC(=O)N(C)C[C@@H]2Oc3ccc(NC(=O)Nc4ccc5c(c4)OCO5)cc3C(=O)N([C@H](C)CO)C[C@@H]2C)cc1
 : -6[16.7 µM]	3	2	-0.2	.	.	-10
C/C(=N/NC(=O)CNC(=O)COc1ccccc1)c1ccco1
 : .	3	.	.	-5	-16	-3
O=C(c1ccco1)N(Cc1cccc(Br)c1)C1CCS(=O)(=O)C1 (configuration not stated)
 : 8	-5	33	-0.1	0	-3	5
Clc1ccccc1N1CCN(c2ncnc3nc[nH]c23)CC1
 : 1	0	.	-1.5	-6	4	-6
COc1ccc(S(=O)(=O)N2CCOC2CNC(=O)C(=O)NCCc2ccccc2OC)cc1 (configuration not stated)
 : -8	-5	-22	6.4	-2	7	11
COc1ccc(CN(C)C[C@@H]2OCCCC[C@H](C)Oc3ccc(NS(=O)(=O)c4c(C)noc4C)cc3C(=O)N([C@@H](C)CO)C[C@@H]2C)cc1
 : -7[16.7 µM]	8	-13	1.7	.	-12	0
CO[C@H]1CN(C)C(=O)c2cc(NC(=O)C3CC3)ccc2OC[C@H](C)N(CC2CCOCC2)C[C@@H]1C
 : .	2	0	-0.1	1	-10	5
COc1ccc(CCNC(=O)N2c3ccccc3Sc3ccccc32)cc1
 : -2	.	.	.	6	43	.
CCC(Oc1ccccc1)C(=O)Nc1ccccc1C(=O)N1CCCCC1 (configuration not stated)
 : -8	-8	-6	-1.9	-4	.	4
O=C(CN1CCOCC1)NCC[C@@H]1CC[C@@H](NC(=O)Nc2ccc(F)cc2)[C@H](CO)O1
 : .	11	6	1.1	.	-15	-2
CC(=O)N(C)C[C@@H]1Oc2cc(C#CC3CCCCC3)ccc2S(=O)(=O)N([C@H](C)CO)C[C@@H]1C
 : -1[16.7 µM]	-10	-5	-1.9	-6	.	10
CCOC(=O)[C@]12CCCC=C1N(Cc1ccc3c(c1)OCO3)C(=O)[C@H](CC(=O)NCc1ccc(C)o1)C2
 : .	-4	-14	-1.1	.	-15	13
NC(=O)c1ccsc1NC(=O)COC(=O)c1ccc(Cl)nc1
 : 1	-11	11	0.2	2	-16	-11
C[C@@H]1CCCCO[C@@H](CN(C)C(=O)Nc2cccc3ccccc23)[C@H](C)CN([C@@H](C)CO)C(=O)c2cc(NC(=O)Nc3cccc4ccccc34)ccc2O1
 : .	-2	16	1.1	-4	.	9
CCC1CCCCN1S(=O)(=O)c1ccc([N+](=O)[O-])cc1 (configuration not stated)
 : -7	6	-20	-1.6	-6	25	-1
O=C(CN(Cc1ccccc1)S(=O)(=O)c1ccc2c(c1)OCCO2)Nc1ccc2c(c1)OCCO2
 : 9	2	-58	-0.3	.	.	-7
